# STAT1 activator: STAT1 signaling activators, primary screen, cell-based, HTS, luciferase reporter | NIH 3T3 STAT1-luciferase reporter, IFN-gamma, luminescence; 100% = IFN-gamma alone, no compound | activation (% of control), % at 5.5 µM | actives 2.6% (n = 200,000);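 active = activation above the screen-wide mean activation plus 3 SD, cut at about 130% in these data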;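 also: raw ratio to IFN-gamma control signal so 100% means no change and 0% no light; values of inactives mirror those of a sister screen read the other way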
# Hsp70 activator: Hsp70 transcriptional activators, primary screen, cell-based, HeLa, Hsp70 promoter luciferase, luminescence, 10 µM; AID 1203, 2008; activation, % at 10 µM; HeLa Hsp70 promoter luciferase reporter; scaled: vehicle 0, proteasome-inhibitor control 100%; actives 0.04% (n = 200,000);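 active = activation above the mean across all tested compounds plus 3 SD, cutoff set per campaign, cut at about 5.5% in these data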;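 also: 100% = MG132 at 30 µM as the positive control and 0% = DMSO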
# APP 5'UTR act: activators of APP 5'UTR luciferase reporter, primary screen, SH-SY5Y cells. SH-SY5Y APP 5'UTR luciferase reporter, luminescence; zero percent = DMSO vehicle wells. actives 1% (n = 190,000). activation, % at 2 µM;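 active = activation above a set limit, based on mean plus 3 SD of controls, cut at about 140% in these data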; also: values of inactives mirror those of a sister screen read the other way
# NF-kB neuron act: activators of NF-kB expression in neurons, primary screen, cell-based, HTS | fold change at 12.5 µM | actives 1.6% (n = 190,000) | human neuronal cells, NF-kB reporter expression; hits give high values; in the data active = fold change above about 3.3
# STAT3 act: IL-6 driven STAT3 reporter potentiators, primary screen, U3A cells, luciferase, luminescence, MLSCN library; AID 871, 2007; IL-6 STAT3-luciferase reporter; 100% = signal with IL-6 EC80 alone; actives 0.91% (n = 190,000); activation (% of control), % at 5.6 µM;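 active = activation above the screen-wide mean of compound activation plus 3 SD, cut at about 130% in these data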;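 also: 0% = background luminescence of wells with medium and substrate only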
#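 Assay system – human STAT1-deficient U3A cells with stable STAT3-luciferase reporter · Also added – IL-6 (33 ng/mL) · Schedule – compound 1 h, then IL-6 6 h at 37 °C · Technique – reporter luminescence signal · Evaluation – % activation versus median of IL-6-stimulated wells · Benchmarks – IL-6-only wells as 100% reference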
# STAT3 blocker: IL-6 driven STAT3 reporter inhibitors, primary screen, U3A cells, luciferase, luminescence, MLSCN library | IL-6 STAT3-luciferase reporter; host cell line lacks STAT1 | inhibition, % at 5.5 µM | AID 862, 2007 | actives 0.89% (n = 190,000);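 active = inhibition above the mean inhibition across all screened compounds plus 3 SD, cut at about 44% in these data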;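 also: 0% = DMSO only wells and 100% = 100 µM nifuroxazide control wells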
# APP 5UTR inh: inhibitors of APP translation via 5'UTR reporter, primary screen, APP 5'UTR luciferase, SH-SY5Y cells | inhibition, % at 2 µM | SH-SY5Y APP 5'UTR-luciferase reporter, luminescence | AID 1285, 2008 | actives 0.82% (n = 190,000);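 active = inhibition above a set limit, derived from the sample mean plus 3 SD, cut at about 45% in these data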; also: values of inactives mirror those of a sister screen read the other way
# STAT1 blocker: STAT1 signaling inhibitors, primary screen, cell-based, HTS, luciferase reporter. AID 920, 2007. actives 0.35% (n = 200,000). inhibition, % at 5.5 µM. NIH 3T3 STAT1-luciferase reporter, IFN-gamma, luminescence;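 active = inhibition above a set limit, the mean inhibition across all tested compounds plus 3 SD, cut at about 34% in these data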;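 also: 0% = IFN-gamma with DMSO and 100% = IFN-gamma with 300 µM nifuroxazide; values of inactives mirror those of a sister screen read the other way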
# FLuc inh counter: firefly luciferase enzyme inhibitors, primary screen, artefact control for luciferase-based inhibitor screens, biochemical, luminescence, ATPLite. actives 1.5% (n = 200,000). 10 min. AID 1006, 2008. inhibition, % at 10 µM;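 active = inhibition above about 50% when tested at 10 µM, limit read from the data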
# Target sequence (P08659 whole entry, looked up): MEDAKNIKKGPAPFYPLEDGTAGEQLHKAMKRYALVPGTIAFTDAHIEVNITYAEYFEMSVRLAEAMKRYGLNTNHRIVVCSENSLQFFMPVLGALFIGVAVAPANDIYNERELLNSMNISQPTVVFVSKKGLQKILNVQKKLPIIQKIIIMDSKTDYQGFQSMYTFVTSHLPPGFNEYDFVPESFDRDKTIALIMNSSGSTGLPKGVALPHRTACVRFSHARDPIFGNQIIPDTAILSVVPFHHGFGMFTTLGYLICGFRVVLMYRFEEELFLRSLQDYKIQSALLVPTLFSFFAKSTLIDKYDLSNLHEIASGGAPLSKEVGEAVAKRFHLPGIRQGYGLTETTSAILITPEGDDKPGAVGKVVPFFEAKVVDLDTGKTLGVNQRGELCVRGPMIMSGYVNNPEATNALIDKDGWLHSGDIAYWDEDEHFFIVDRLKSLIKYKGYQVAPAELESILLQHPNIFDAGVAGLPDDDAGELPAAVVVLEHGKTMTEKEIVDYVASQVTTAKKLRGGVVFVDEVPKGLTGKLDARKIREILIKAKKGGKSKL
# RAM inhibit: inhibitors of the yeast RAM network, primary screen, dse1pr::URA3 reporter, 5-FOA selection | actives 1.8% (n = 190,000) | S. cerevisiae dse1pr::URA3 reporter, 5-FOA growth OD615, 2 d; analog-sensitive cbk1-as2 kinase mutant strain | inhibition, % at 50 µM | AID 868, 2007;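 active = inhibition above a set limit, 3 SD over mean compound inhibition, cut at about 8.4% in these data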;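 also: 0% = DMSO-only wells with no growth and 100% = 10 µM 1-NA-PP1 full growth; inhibition rescues growth on 5-FOA so higher OD means more RAM inhibition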
# * = called active by the depositor; x = not tested or not shown. Rows are unselected; about 7.7% have a hit in one of these screens.
SMILES,STAT1 activator,Hsp70 activator,APP 5'UTR act,NF-kB neuron act,STAT3 act,STAT3 blocker,APP 5UTR inh,STAT1 blocker,FLuc inh counter,RAM inhibit
CC(=O)Nc1ccc(N(C(=O)Cn2nnc3ccccc32)C(C(=O)NC2CCCC2)c2ccc(O)c(O)c2)cc1 (stereo unspecified),106.8,-0.3,-5.1,1.07,107.2,-8.2,5.1,-6.5,0.8,0.1
CCN(CC)Cc1c(NC(=O)c2ccccc2)sc(C)c1C,134.2*,-0.2,-0.6,1.15,123.0,-23.9,0.6,-38.2,-4.6,0.2
COc1cccc(-c2cc(C(=O)Nc3c(C)nn(Cc4ccccc4C)c3C)no2)c1,82.4,0.5,-3.4,0.65,83.2,23.1,3.4,19.2,-7.6,0.9
FC(F)Oc1ccccc1NC(=S)Nc1cccc(Cl)c1Cl,97.1,-0.4,4.8,1,102.4,-8.1,-4.8,3.2,-0.2,1.4
COc1ccc(Oc2nc(SC)nc3ccccc23)cc1,95.8,-0.2,4.6,1.11,85.4,23.3,-4.6,4.7,-7.2,11.3*
CCOC(=O)c1ccc(CSc2nnc(C)n2N)o1,97.7,-0.2,-3.1,0.99,100.9,4.9,3.1,2.5,-6.4,-0.4
CSc1nc(Cc2ccc(Cl)cc2)nc2ccccc12,97.5,-0.4,x,0.99,89.1,19.0,x,2.7,-2.9,0.7
C=CCn1c(SCC(=O)O)nc2sc(CC)cc2c1=O,100.7,0.0,-2.0,1.18,108.5,-8.4,2.0,-2.3,1.1,1.8
Cc1cccc(C)c1Nc1nnc(SC/C(O)=C(\C#N)c2nc3ccccc3[nH]2)s1,91.1,-0.1,-8.7,0.64,143.1*,-55.1,8.7,9.7,-2.4,2.2
O=C(Nn1c(-c2ccc(Cl)cc2)nc2ccccc2c1=O)c1cccnc1Cl,86.2,-0.3,-4.0,1.15,89.5,12.6,4.0,15.5,-5.0,6.3
COC(=O)c1ccc(CNC(=O)COC(=O)C23CC4CC(CC(C4)C2)C3)cc1,101.0,-0.3,-4.7,1.09,104.3,-1.3,4.7,-1.1,-5.3,3.2
COc1ccc2cc(CCNC(=O)C(C)C)c(=O)[nH]c2c1,105.5,0.1,-2.0,1.95,104.3,-5.1,2.0,-5.0,-5.8,0.6
CCCCNc1nc2ccccc2[nH]1,92.3,-0.1,16.7,1.26,98.1,5.7,-16.7,8.4,2.4,0.5
O=C(NCCC1=CCCCC1)C(=O)NCC1OCCCN1S(=O)(=O)c1ccccc1 (stereo unspecified),101.3,-0.5,-0.2,0.95,102.8,-0.9,0.2,-1.5,-1.2,2.2
COc1ccc(OC)c(NC(=O)COC(=O)CSc2ccc(Cl)cc2)c1,104.5,-0.2,-15.2,1.15,88.4,12.9,15.2,-4.7,-8.3,-0.4
Cc1c(NC(=O)C(C)OC(=O)c2cc(Cl)nc(Cl)c2)c(=O)n(-c2ccccc2)n1C (stereo unspecified),98.0,-0.2,7.0,0.99,109.5,-12.8,-7.0,2.3,-11.4,-1.0
CCN1CCN(CC(O)COc2ccc(C(C)=O)cc2)CC1 (stereo unspecified),103.6,-0.2,-12.9,1.27,108.0,-0.3,12.9,-4.0,-7.1,0.8
CN(C)c1ccc(C(=O)OCC(=O)NC2CCCCCC2)cc1,105.7,-0.1,17.4,0.85,102.0,2.5,-17.4,-6.2,-2.1,6.7
Cc1ccc(Cn2c(CN(C)Cc3ccccc3)nc3c2c(=O)n(C)c(=O)n3C)cc1,96.7,-0.3,-17.9,0.36,110.8,-9.2,17.9,3.5,-0.6,-0.5
CCc1nn(CC(=O)NCCN2CCN(C)CC2)c(=O)c2cc3occc3n12,101.9,-0.4,6.0,1.05,97.4,9.5,-6.0,-0.8,-14.8,0.0
O=c1cc(O)c(-c2ccccc2)c(Cl)[nH]1,97.3,0.1,17.7,1.16,98.5,6.2,-17.7,3.0,-5.9,1.9
COc1ccc(C(c2c(O)nc(SC)n(C)c2=O)c2c(O)nc(SC)n(C)c2=O)cc1O,93.9,-0.1,-12.4,1.08,89.3,16.8,12.4,6.8,-2.7,2.5
O=C(Cc1cccs1)NCc1cccnc1,98.8,-0.2,3.3,1.26,105.3,-5.2,-3.3,1.3,-2.6,2.6
COC(=O)CS(=O)(=O)c1ccc(C)cc1,100.3,-0.1,4.7,1.55,96.9,5.0,-4.7,-1.9,-2.4,0.0
COC(=O)c1ccc(NC(=O)Nc2ccccc2C)cc1,104.7,0.1,57.8,2.2,87.5,24.2,-57.8,-5.9,23.6,0.5
# The results go on:
SMILES,STAT1 activator,Hsp70 activator,APP 5'UTR act,NF-kB neuron act,STAT3 act,STAT3 blocker,APP 5UTR inh,STAT1 blocker,FLuc inh counter,RAM inhibit
Cc1ccc(S(=O)(=O)NC(C(=O)N2CCOCCOCCOCC2)c2ccccc2)cc1 (stereo unspecified),107.5,-0.3,-29.1,1.1,99.1,2.8,29.1,-10.9,-1.2,2.1
CCN(CC)c1ccc(/C=c2\sc3nc4ccccc4n3c2=O)c(O)c1,98.3,-0.5,-7.1,0.66,105.0,-4.7,7.1,0.4,-4.2,1.0
c1ccc(N=P(N2CCOCC2)(N2CCOCC2)N2CCOCC2)cc1,102.7,-0.1,14.4,1.23,101.8,5.6,-14.4,-3.0,-6.5,0.5
O=C(CNC(=O)c1cccc(Br)c1)N/N=C/c1ccc[nH]1,92.1,-0.5,17.1,1.11,95.0,10.4,-17.1,8.2,-7.7,1.5
COc1ccc(CNc2nc(NCc3ccc(OC)cc3)n(S(C)(=O)=O)n2)cc1,94.9,-0.5,-2.1,0.83,98.4,5.0,2.1,5.5,-8.6,6.0
O=C(COC(=O)/C=C/C(=O)N1CCN(c2ccccc2)CC1)NCc1ccc(F)cc1,93.2,-0.3,2.4,1.32,99.5,2.8,-2.4,7.8,5.7,2.6
Cc1ccc(CNC(=O)Cn2c(=O)c3sccc3n(Cc3ccc([N+](=O)[O-])cc3)c2=O)cc1,98.2,0.4,12.7,1.01,102.6,0.6,-12.7,1.9,-0.3,3.2
Cc1ccc(C)c(NC(=O)c2ccccc2O)c1,99.6,0.0,21.3,1.27,96.4,6.8,-21.3,0.4,15.5,0.2
CCOC(=O)c1sc(-c2ccc(C)cc2)c(C#N)c1C,102.8,-0.2,26.8,1.76,88.9,16.5,-26.8,-3.1,-2.9,8.0
CCc1ccc(CC)c(S(=O)(=O)Nc2ccc(O)c(C(=O)O)c2)c1,98.6,0.2,10.1,1.21,108.9,-7.4,-10.1,-3.6,0.2,0.6
CCc1sc(NC(=O)C(C)C)nc1-c1ccccc1,100.9,-0.2,3.1,1.05,90.1,18.9,-3.1,-2.4,-6.7,-1.7
Cc1nc(N2CCCCC2)c2c(-c3cccs3)csc2n1,92.3,-0.3,-6.2,7.75*,108.1,-7.1,6.2,6.7,-1.8,1.5
COC(=O)c1coc(-c2ccc(C)cc2)c1C(=O)OC,109.3,-0.3,42.6,1.61,93.0,10.0,-42.6,-10.2,5.1,1.2
CCc1c(C(=O)N2CCN(c3ccccc3F)CC2)[nH]c(C)c1C(C)=O,93.6,0.0,1.1,0.81,93.1,11.6,-1.1,7.0,-4.2,0.8
O=C(NCc1cccs1)C1CC(=O)N(c2ccccc2)C1 (stereo unspecified),101.9,-0.3,-8.5,0.91,102.2,1.7,8.5,-2.1,-3.4,2.4
O=C(CNS(=O)(=O)c1ccc(Cl)cc1)NNC(=O)c1cccnc1,99.1,-0.1,-3.0,1.31,90.3,11.9,3.0,1.1,-3.8,0.7
CN(Cc1ccccc1)c1nc2c(c(=O)[nH]c(=O)n2C)n1CCCSc1ncccn1,95.8,0.1,-29.1,1.02,108.2,-6.5,29.1,4.6,-4.2,1.2
CCOc1cc(N2CCCC2)ccc1[N+](=O)[O-],94.7,0.0,-11.7,0.98,99.9,2.7,11.7,5.9,-1.5,0.4
CCN1C(=O)/C(=C\C=C\c2ccccc2[N+](=O)[O-])SC1=S,104.6,-0.3,6.9,1.22,124.2,-22.5,-6.9,-5.0,-6.7,8.6*
Cc1cccc(OCC(=O)Nc2ccccc2N2CCCCC2)c1,102.1,-0.4,-6.3,0.94,102.7,-0.4,6.3,-2.2,-6.5,4.0
O=C(O)/C=C/C(=O)Nc1ccccc1SC(F)(F)C(F)(F)C(F)(F)F,90.6,0.4,-16.9,0.88,104.1,-3.5,16.9,7.9,0.5,4.7
CC1CN(C(=O)c2cc3c(s2)CCC3)CC(C)O1 (stereo unspecified),107.2,-0.1,6.8,1.08,105.3,1.5,-6.8,-8.1,7.1,1.2
Cc1ccc2cc(CN(C(=O)c3ccncc3)C(C)C)c(=O)[nH]c2c1,95.9,-0.2,18.3,0.85,128.8,-32.9,-18.3,4.5,-3.0,0.1
CCOc1ccccc1-n1c(SCC(N)=O)nnc1-c1ccco1,96.3,-0.3,16.4,1.1,93.8,14.7,-16.4,4.0,0.2,0.5
C=C(C)CSc1nnc(-c2ccc(C)cc2)n1N,111.1,-0.3,8.4,1.77,102.5,-2.8,-8.4,-12.1,-2.5,1.3
# Other compounds follow.
SMILES,STAT1 activator,Hsp70 activator,APP 5'UTR act,NF-kB neuron act,STAT3 act,STAT3 blocker,APP 5UTR inh,STAT1 blocker,FLuc inh counter,RAM inhibit
CCN(C(=O)c1cc2ccccc2oc1=O)c1ccccc1,124.2,0.0,104.9,4.66*,107.7,-1.0,-104.9,-26.3,5.6,0.9
CC(=O)Nc1nc2n(n1)C(c1ccccc1)C=C(c1ccccc1)N2 (stereo unspecified),96.1,-0.2,-0.1,0.86,95.3,9.1,0.1,4.2,-2.2,2.0
CCCC(=O)Nc1cc(-c2cn3cccnc3n2)ccc1OC,101.7,0.2,-20.8,0.92,109.6,-5.7,20.8,-1.8,-5.8,0.1
O=C(Nc1ccc(Cl)cc1)NC1CCCCC1Cc1ccco1 (stereo unspecified),99.3,-0.4,0.4,0.87,93.8,10.3,-0.4,0.8,-2.6,0.8
CCc1nn(CCCC(=O)N2CCc3ccccc3C2)c(=O)c2cc3occc3n12,99.0,-0.1,1.3,0.81,98.5,6.2,-1.3,-0.6,-12.0,0.2
Cc1cc(C)nc(NCCCc2ccccc2)n1,97.8,0.5,-2.3,1.11,81.7,24.1,2.3,2.4,-1.3,2.1
COc1ccc2sc(N(CCN(C)C)C(=O)c3cc(Cl)sc3Cl)nc2c1,95.7,0.0,0.0,0.98,104.1,3.2,0.0,3.3,0.8,1.4
COc1ccc(N=C2SC(C(=O)N3CCN(c4ccccc4)CC3)CC(=O)N2C)cc1 (stereo unspecified),92.2,-0.3,-0.3,1,x,x,0.3,7.3,-5.6,0.4

# Compound activity: PubChem, several laboratories
